High-throughput results: PubChem BioAssay, Sanford-Burnham Center for Chemical Genomics
SUMO1-SIM PPI: SUMO1-SIM interaction modulation | P63165 | SUMO1 binding to a labelled peptide, TR-FRET, 1 h | inhibition, % at 20 µM | 0.33% of 360,000 active | AID 602429; in the data active = inhibition above about 37%
STEP inh: STEP (human) phosphatase inhibition. P54829. recombinant STEP, OMFP fluorogenic substrate, fluorescence. inhibition, % at 20 µM. 0.25% of 360,000 active;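 active = inhibition at 20 µM, scaled per plate between control wells, above about 37%, limit read from the data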;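 also: 0% = DMSO with enzyme and substrate and 100% = substrate only without enzyme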
Target sequence (P54829 whole entry, looked up): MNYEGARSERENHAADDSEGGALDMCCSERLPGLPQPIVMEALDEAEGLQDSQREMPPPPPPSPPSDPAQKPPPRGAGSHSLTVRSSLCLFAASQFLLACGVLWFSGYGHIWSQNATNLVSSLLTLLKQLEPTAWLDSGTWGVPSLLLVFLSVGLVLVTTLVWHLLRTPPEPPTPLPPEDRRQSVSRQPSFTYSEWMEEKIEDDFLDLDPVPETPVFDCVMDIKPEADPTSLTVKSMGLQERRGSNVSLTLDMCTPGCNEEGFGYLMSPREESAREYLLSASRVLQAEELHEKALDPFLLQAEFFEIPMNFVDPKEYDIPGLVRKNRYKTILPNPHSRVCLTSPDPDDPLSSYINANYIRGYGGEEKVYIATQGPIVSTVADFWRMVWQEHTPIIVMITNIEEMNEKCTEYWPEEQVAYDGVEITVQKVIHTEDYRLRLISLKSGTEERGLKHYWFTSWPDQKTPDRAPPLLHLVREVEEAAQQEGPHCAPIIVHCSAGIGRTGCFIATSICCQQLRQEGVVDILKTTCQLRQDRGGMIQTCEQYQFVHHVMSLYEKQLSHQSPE
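Assay system: isolated STEP enzyme / Timing: 20 min at room temperature, dark / Doses: 20 µM, 1% DMSO / Technique: fluorescence intensity, excitation 480 nm, emission 540 nm / Reagent: fluorogenic phosphatase substrate OMFP at 25 µM final / Measure: percent inhibition scaled to no-enzyme and uninhibited-enzyme controls, plate-pattern corrected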
MT1-MMP act inh: blocks activation of human MT1-MMP. P50281. HT1080 RFP-PRO-GFP cells, GFP/RFP ratio fluorescence, overnight; percent of plate control window, DMSO zero. GFP/RFP ratio change, % at 20 µM. 0.061% of 360,000 active;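 active = GFP/RFP ratio change of at least 30% with cell ATP level not reduced by more than half and red fluorescence within 50% of control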; also: strong numbers were not always called active
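Assay system – RFP-PRO-GFP reporter HT1080 cells · Compound dosing – single dose of 20 µM compound, 1% DMSO final · Incubation – overnight compound exposure at 37 °C · Measure – GFP/RFP fluorescence ratio · Benchmarks – DMSO wells and RFP-L50D-GFP cells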
Rpn11 inh: inhibitors of human proteasome Rpn11; AID 588493; calls only at 20 µM; O00487; human 26S proteasome, Ub4-pepOG fluorescence polarization; 20S core pre-blocked with epoxomicin; 0.59% of 360,000 active;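 active = inhibition at 20 µM, scaled to each plate's controls, above about 33%, limit read from the data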
Target sequence (O00487 whole entry, looked up): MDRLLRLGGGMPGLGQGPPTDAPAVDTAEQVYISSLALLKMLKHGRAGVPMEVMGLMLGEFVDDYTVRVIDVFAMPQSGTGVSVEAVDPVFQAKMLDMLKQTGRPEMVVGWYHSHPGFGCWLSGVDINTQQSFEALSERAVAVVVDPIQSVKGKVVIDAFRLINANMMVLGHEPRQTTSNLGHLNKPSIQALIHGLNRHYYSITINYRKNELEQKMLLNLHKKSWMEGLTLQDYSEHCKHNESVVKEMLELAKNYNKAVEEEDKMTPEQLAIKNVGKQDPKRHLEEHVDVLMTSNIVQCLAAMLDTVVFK
NadD inh: blocks S. aureus nicotinate mononucleotide adenylyltransferase | 0.78% of 360,000 active | purified NadD enzyme, colorimetric absorbance read-out | inhibition, % at 20 µM; in the data active = inhibition above about 26%; also: some compounds past the cut are filed as inactive
SKN-1 inh: inhibitors of C. elegans SKN-1; AID 624304; inhibition, % at 21.8 µM; C. elegans VP596 Pgst-4::GFP/RFP ratio, acrylamide-induced, 24 h; 0.49% of 360,000 active;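 active = interference check ratio from 0.5 to 1.5 plus GFP to RFP signal ratio inhibition reaching or exceeding a fixed threshold, cut at about 30% in these data, passing the limit was not always enough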; also: some compounds called inactive have numbers as strong as hits
CendR NRP1 mod: NRP-1/CendR interaction modulation. 0.85% of 360,000 active. inhibition, % at 25 µM. FAM-RPARPAR peptide binding to NRP-1, fluorescence polarization. O14786;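 active = inhibition or corrected inhibition above about 18%, plus a signal ratio from 0.5 to 1.5, limit read from the data, passing the limit was not always enough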; also: strong numbers were not always called active
DNMT1 inh: DNMT1 (human) enzyme inhibition; 0.83% of 360,000 active; P26358; DNMT1 molecular beacon, Hinp1I cleavage, fluorescence; AID 588458; inhibition (reported as % activation of signal), % at 10 µM; in the data active = inhibition above about 50%
LMPTP block: LMPTP (human) inhibition | inhibition, % at 20 µM | 0.22% of 360,000 active | recombinant LMPTP-A, OMFP fluorogenic substrate, fluorescence intensity | P24666;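 active = compounds that cut the enzyme signal by at least half of the control window in the single-dose screen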;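 also: plate controls were DMSO wells with enzyme plus substrate for no effect and substrate without enzyme for full effect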
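Test system – LMPTP-A phosphatase enzyme · Quantity – 0.625 nM LMPTP-A final · Reagent – OMFP substrate, 400 µM final · Dosing – one test concentration per compound, 20 µM, with 3% DMSO overall · Timing – 50 min enzyme reaction at room temperature, protected from light · Detection – fluorescence intensity · Controls – substrate-only low control, DMSO enzyme-plus-substrate high control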
Scp1 inh: blocks human Scp-1 phosphatase activity. Q9GZU7. Recombinant Scp1, phosphopeptide, malachite green phosphate absorbance. inhibition, % at 20 µM. 0.88% of 340,000 active. AID 493091;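 active = inhibition above about 50% at 20 µM, limit read from the data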;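 also: plate controls were DMSO wells with enzyme for no effect and wells lacking enzyme for full effect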
Target sequence (Q9GZU7 76-261 limits assumed): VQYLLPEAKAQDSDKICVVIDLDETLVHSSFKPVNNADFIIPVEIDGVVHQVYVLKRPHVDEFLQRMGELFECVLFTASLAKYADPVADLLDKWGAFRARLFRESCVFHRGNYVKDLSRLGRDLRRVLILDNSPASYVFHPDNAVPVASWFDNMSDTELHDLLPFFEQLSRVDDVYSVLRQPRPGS
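Incubation: 45 min enzyme reaction at room temperature / System: truncated SCP-1 phosphatase (76-261aa) / Reagent: Phospho 17-mer peptide substrate / Buffer or medium: Acidic Tris acetate buffer with magnesium and detergent / Signal: absorbance at 630 nm / Doses: one concentration, 20 µM, with 1.0% DMSO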
* = called active by the depositor; i = inactive; x = not tested or not shown.

SMILES | SUMO1-SIM PPI | STEP inh | MT1-MMP act inh | Rpn11 inh | NadD inh | SKN-1 inh | CendR NRP1 mod | DNMT1 inh | LMPTP block | Scp1 inh
N#Cc1ccc(C2=CC(=O)C[C@H](c3ccc(F)cc3)C2)cc1 | -36 | 0 | 9 | i | -1 | 18 | 10 | 3 | 0.7 | 2
CC(C)[C@H](NC(=O)N1CC(=O)Nc2ccccc21)C(=O)Nc1nccs1 | 5 | 92* | 1 | i | -7 | 0 | 3 | 2 | 0.0 | -6
COc1cc(C(=O)NC23CC4CC(CC(C4)C2)C3)cc(OC)c1OC | -2 | 1 | 0 | i | -1 | 14 | -2 | 4 | 0.5 | 16
CC(C)NC(=O)c1ccc(COCC(F)(F)F)cc1 | -1 | -3 | -2 | i | 0 | 1 | -3 | 3 | -1.8 | -8
CCN(C(=O)c1cnc(N2CCN(c3ncccn3)CC2)c2ccccc12)c1cccc(Cl)c1 | -3 | 2 | -14 | i | 0 | 6 | 5 | -5 | 3.0 | -13
NC(Cc1ccc(O)c([N+](=O)[O-])c1)C(=O)O (stereo not drawn) | -6 | -2 | -3 | i | -6 | 2 | -2 | 10 | -2.1 | -8
COc1ccccc1N1CCN(C(c2cc3ccc(C)cc3[nH]c2=O)c2nnnn2C2CCCC2)CC1 (stereo not drawn) | -2 | 7 | -3 | i | 11 | -2 | -2 | -1 | 0.9 | -3
O=C(O)CC(Cc1ccccc1)C(=O)Nc1ccc([N+](=O)[O-])cc1 (stereo not drawn) | -12 | 0 | 3 | i | -5 | 4 | -3 | 6 | -0.5 | -8
O=C1CC(Sc2ncccn2)C(=O)N1c1ccccc1C(F)(F)F (stereo not drawn) | 6 | -1 | -6 | i | -1 | -3 | 8 | 3 | -0.7 | -5
CCc1ccccc1NC(=O)CCC(=O)OCC(=O)c1ccc(-c2ccccc2)cc1 | 0 | -2 | 1 | i | 7 | -9 | -10 | -20 | -0.9 | -8
O=[N+]([O-])c1cc(S(=O)(=O)Nc2ccc(Cl)cc2)ccc1N/N=C/c1ccncc1 | -12 | 2 | 22 | i | 47* | -1 | -5 | -1 | 1.0 | -1
O=S(=O)(N/N=C/c1ccccc1OCc1ccc(Cl)cc1)c1ccccc1 | 2 | -2 | 0 | i | -2 | 1 | -4 | -1 | 4.1 | -12
Cc1ccc(S(=O)(=O)N2CCN(C(=O)c3ccco3)CC2)cc1C | 0 | 1 | 2 | i | 2 | 2 | 12 | 4 | 2.5 | -7
CCOc1ccccc1CNC(=O)CCc1cn(C)c2ccccc12 | 6 | 3 | 9 | i | -3 | 12 | -1 | 3 | -0.2 | 0
CC(C)CCNC(=O)c1onc(CSc2ccccc2)c1C(=O)NCCC(C)C | 7 | 3 | -9 | i | 4 | 6 | 24 | -5 | 1.9 | -8
CN(C)C(CNC(=O)c1cc(S(=O)(=O)N(C)c2ccc(F)cc2)ccc1Cl)c1ccco1 (stereo not drawn) | -1 | -5 | -3 | i | 0 | 3 | -12 | -4 | -1.0 | -8
CCOC(=O)c1cnc(-n2nc(C)cc2C)nc1N(C)C | 1 | -2 | 9 | i | -2 | 5 | -6 | -2 | -0.6 | 0
CCn1cc([N+](=O)[O-])c(C(=O)N2N=C(c3ccc4ccccc4c3)CC2c2ccccc2O)n1 (stereo not drawn) | -8 | -5 | -23 | i | 29 | -13 | -8 | -21 | 1.4 | -11
CCSc1nnc2c(n1)OC1(CCCC1)Nc1ccccc1-2 | -3 | -1 | 2 | i | -1 | -12 | -2 | -2 | 0.6 | -22
Cc1noc(C)c1S(=O)(=O)NCCc1ccc(S(N)(=O)=O)cc1 | 2 | -1 | 3 | i | 1 | -19 | -1 | 2 | 0.6 | -4
COc1ccc(NC(=O)CN(C)S(=O)(=O)c2ccc3c(c2)NC(=O)CS3)cc1 | -6 | -5 | -9 | i | -1 | 3 | -1 | -1 | -0.1 | 4
Cc1c(NC(=O)/C(=C/c2cccs2)c2cccs2)c(=O)n(-c2ccccc2)n1C | -3 | -2 | -1 | i | 4 | 10 | -10 | 5 | 0.7 | -3
O=C(CSC1=NC(=O)C(Cc2ccccc2)C(=O)N1)Nc1ncc(Br)cc1Br (stereo not drawn) | 15 | -1 | -4 | i | 5 | -3 | -1 | -2 | -0.2 | -9
O=C(COC(=O)Cc1ccccc1[N+](=O)[O-])NC1CCCC1 | -5 | 0 | -1 | i | -2 | 7 | -6 | 0 | -0.8 | -3
CC(=O)N(C)c1ccc(NC(=O)COc2ccc(Br)cc2C)cc1 | 1 | 2 | 2 | i | -2 | 7 | 2 | 1 | -0.4 | -7

Other compounds.
SMILES | SUMO1-SIM PPI | STEP inh | MT1-MMP act inh | Rpn11 inh | NadD inh | SKN-1 inh | CendR NRP1 mod | DNMT1 inh | LMPTP block | Scp1 inh
O=C(O)COc1ccccc1/C=N/NC(=O)c1ccc2c(c1)OCCO2 | -7 | 0 | 1 | i | -1 | -3 | 10 | -2 | -0.5 | -2
CC(C)NC(=O)c1ccccc1NC(=O)/C=C/c1cccc([N+](=O)[O-])c1 | -15 | -3 | 3 | i | -7 | 6 | 0 | -3 | -1.4 | -13
O=C(c1cc2ccccc2o1)N1CCN(c2ccccn2)CC1 | -2 | -2 | 3 | i | 4 | 9 | -1 | 2 | -0.5 | -13
COc1ccc(C2C(C#N)=C(/N=C/N3CCN(C)CC3)OC3=C2C(=O)CC(C)(C)C3)cc1 (stereo not drawn) | -4 | -1 | -5 | i | 1 | -18 | -13 | -1 | -4.3 | -3
CCCCCNC(=O)C1C(=O)Nc2ccccc2C(=O)N1c1c(C)cccc1C (stereo not drawn) | 5 | x | -3 | x | x | -12 | 6 | x | -0.9 | x
COc1ccc(-c2noc(N3CCC(C(=O)N(C)c4ccccc4)CC3)n2)cc1 | 1 | 3 | -2 | i | -5 | -25 | -3 | 1 | -1.4 | -23
O=C(CC1(O)C(=O)N(CCc2ccccc2)c2ccccc21)c1ccccn1 (stereo not drawn) | -15 | -2 | -1 | i | 3 | 2 | 9 | 2 | 0.0 | 1
O=C(NC1CCCCC1)C(c1cccs1)N(C(=O)C(F)(F)F)c1ccccc1 (stereo not drawn) | 1 | -2 | 2 | i | -2 | 6 | 9 | 5 | -1.2 | -3
CC12CCC(C(=O)NNc3ccc([N+](=O)[O-])cc3)(OC1=O)C2(C)C (stereo not drawn) | -9 | 0 | 2 | i | -2 | -9 | -1 | 2 | -0.5 | -11
CC(C(=O)NCc1ccco1)n1ccc2cc(S(=O)(=O)N3CCCC3)ccc21 (stereo not drawn) | 2 | 0 | 3 | i | -2 | 1 | 0 | 2 | -0.6 | -5
CCCCc1nc2cc(C(=O)N3CCCCC3CC(=O)OCC)ccc2o1 (stereo not drawn) | 4 | 0 | 0 | i | -4 | 10 | 3 | 1 | -0.2 | -10
Cc1nc2sc(C(c3ccc(Br)cc3)N3CC(C)OC(C)C3)c(O)n2n1 (stereo not drawn) | -4 | -2 | 6 | i | 3 | -29 | -6 | -1 | 0.6 | -2
NS(=O)(=O)c1ccc(CNC(=S)NC2CCCC2)cc1 | -3 | 0 | 5 | i | 2 | -8 | 3 | -3 | 1.2 | -6
CCSc1nnc(NC(=O)CSc2nnc(-c3c[nH]c4ccccc34)n2CC)s1 | 4 | -2 | 1 | i | 11 | 9 | -10 | 1 | 1.7 | -5
O=C(NNC(=O)c1ccccc1Cl)c1ccc2c(=O)n3c(nc2c1)CCC3 | 4 | -4 | 0 | i | 6 | -3 | 13 | 1 | -1.7 | -5
COc1ccc(Cl)cc1NC(=O)CSc1nc(C)cc(C)n1 | -2 | 3 | 3 | i | 0 | 3 | -4 | 0 | -1.2 | -3
Cc1ccc(NC2=CC(=O)CC(C)(C)C2)cc1C | 2 | 1 | 2 | i | 0 | -16 | -2 | 0 | -0.9 | -7
CCOc1ccccc1C1CC(=O)NC(SCC(=O)Nc2nccs2)=C1C#N (stereo not drawn) | 1 | -2 | -8 | i | -1 | -2 | -6 | -2 | -1.5 | 0
O=C(Nc1cccc(Cl)c1Cl)C1CCN(C(=O)c2cccs2)CC1 | 6 | 3 | 1 | i | -4 | 15 | 8 | -1 | -0.5 | -3
COc1ccccc1CNC(=O)CCCN1C(=O)COc2ccc(C)cc21 | -3 | 0 | 1 | i | -5 | 5 | 9 | 1 | 1.0 | -10
O=C(/C=C/c1ccc(S(=O)(=O)N2CCOCC2)cc1)NCc1ccccc1 | -13 | 0 | -5 | i | 0 | 3 | -2 | 1 | -0.6 | 1
O=C1C2C3C=CC([C@@H]2C(=O)N1C1CC1)[C@H]1C(=O)N(C2CC2)C(=O)C31 (stereo partly drawn) | 3 | -1 | -9 | i | 1 | -8 | 13 | 8 | -0.5 | -7
COC(=O)c1cc(OC)c(OC)cc1NC(=O)c1ccc(C)cc1 | 3 | 4 | 1 | i | -13 | -20 | 0 | 1 | -0.7 | -2
NC(=O)c1nsc(C(=O)N(Cc2ccco2)C(C(=O)NC2CCCC2)c2ccc(O)cc2)c1N (stereo not drawn) | -12 | 0 | 1 | i | -5 | 10 | 0 | -1 | -1.0 | -5
CCCCS(=O)CC(COc1ccc(Cl)cc1)OC(=O)c1ccccc1 (stereo not drawn) | -1 | -2 | -2 | i | 3 | 28 | 4 | -2 | 0.5 | -6
COc1ccc(C2C(C#N)=C(SC)NC3=C2C(=O)CC(C)(C)C3)cc1 (stereo not drawn) | -12 | -2 | 0 | i | -6 | -11 | -17 | 1 | 0.2 | -7
COc1ccc(C(CNC(=O)Cc2ccccc2F)N2CCCCC2)cc1 (stereo not drawn) | -4 | -4 | -5 | i | 5 | 12 | -2 | 2 | 1.3 | -9

By substructure: those above with an aryl thioether with sulfur outside any ring
SMILES | SUMO1-SIM PPI | STEP inh | MT1-MMP act inh | Rpn11 inh | NadD inh | SKN-1 inh | CendR NRP1 mod | DNMT1 inh | LMPTP block | Scp1 inh
O=C1CC(Sc2ncccn2)C(=O)N1c1ccccc1C(F)(F)F (stereo not drawn) | 6 | -1 | -6 | i | -1 | -3 | 8 | 3 | -0.7 | -5
CC(C)CCNC(=O)c1onc(CSc2ccccc2)c1C(=O)NCCC(C)C | 7 | 3 | -9 | i | 4 | 6 | 24 | -5 | 1.9 | -8
CCSc1nnc2c(n1)OC1(CCCC1)Nc1ccccc1-2 | -3 | -1 | 2 | i | -1 | -12 | -2 | -2 | 0.6 | -22
CCSc1nnc(NC(=O)CSc2nnc(-c3c[nH]c4ccccc34)n2CC)s1 | 4 | -2 | 1 | i | 11 | 9 | -10 | 1 | 1.7 | -5
COc1ccc(Cl)cc1NC(=O)CSc1nc(C)cc(C)n1 | -2 | 3 | 3 | i | 0 | 3 | -4 | 0 | -1.2 | -3
